Source: PubChem (National Center for Advancing Translational Sciences (NCATS))
D3 ag – activates the human D3 dopamine receptor. P35462. D3R DiscoveRx beta-arrestin cells, luminescence, 90 min. max activation, %. 0.58% of 410,000 active; in the data active means max activation above about 30%; further: 0% is about no effect; mostly tested at two doses, the higher about 12 µM
Target sequence (P35462 whole entry, looked up): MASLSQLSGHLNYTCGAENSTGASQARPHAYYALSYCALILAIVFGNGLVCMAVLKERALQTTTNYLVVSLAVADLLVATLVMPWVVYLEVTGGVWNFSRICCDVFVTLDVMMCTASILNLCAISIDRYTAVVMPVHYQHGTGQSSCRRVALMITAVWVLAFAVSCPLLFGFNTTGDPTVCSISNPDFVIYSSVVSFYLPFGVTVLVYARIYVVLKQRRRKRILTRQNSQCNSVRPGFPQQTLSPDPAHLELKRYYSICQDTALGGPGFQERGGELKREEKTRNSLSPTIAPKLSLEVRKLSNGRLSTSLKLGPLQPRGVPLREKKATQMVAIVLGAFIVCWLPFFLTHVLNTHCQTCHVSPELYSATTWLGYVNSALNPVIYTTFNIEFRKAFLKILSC
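Agonist mode: compounds and dopamine controls were applied to plated cells for 90 min at 37 degrees C after an overnight attachment at 1500 cells/well. Luminescent read-out followed 30 - 60 minutes at room temperature with DiscoveRx detection reagent.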
HEK293 tox – cytotoxicity counter-screen for GLP-1 receptor inverse agonists. HEK293 cAMP-luciferase reporter cells, luminescence, 24 h. Potency, µM (highest dose often 38.3 µM), for the others: at the top dose activity change, negative = inhibition, hits mostly inhibitors. 0.13% of 410,000 active. AID 624418;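 further: loss of luciferase light is scored as toxicity; potency means the concentration at half of the fitted maximal effect; on the % scale 0 is the no-effect control and ±100 the full control effect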
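MLSMR compounds, 24 hr on cells at 37 deg C/5% CO2; luminescence after luciferase reagent (12 min RT). Inhibition counted as the undesired cytotoxic outcome.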
GLP-1R inv ag – inverse agonists of human GLP-1 receptor; HEK293 GLP-1R CRE-luciferase, luminescence, 24 h; GLP-1R form is constitutively active; Potency, µM (top dose mostly 38.3 µM), for the others: top-dose activity change, negative = inhibition, actives largely listed as inhibitors; 1.6% of 410,000 active; further: potency means the concentration at half of the fitted maximal effect; on the % scale 0 is the no-effect control and ±100 the full control effect; nearly all actives have a fitted effect of over 55% in size
Target sequence (P43220 whole entry, looked up): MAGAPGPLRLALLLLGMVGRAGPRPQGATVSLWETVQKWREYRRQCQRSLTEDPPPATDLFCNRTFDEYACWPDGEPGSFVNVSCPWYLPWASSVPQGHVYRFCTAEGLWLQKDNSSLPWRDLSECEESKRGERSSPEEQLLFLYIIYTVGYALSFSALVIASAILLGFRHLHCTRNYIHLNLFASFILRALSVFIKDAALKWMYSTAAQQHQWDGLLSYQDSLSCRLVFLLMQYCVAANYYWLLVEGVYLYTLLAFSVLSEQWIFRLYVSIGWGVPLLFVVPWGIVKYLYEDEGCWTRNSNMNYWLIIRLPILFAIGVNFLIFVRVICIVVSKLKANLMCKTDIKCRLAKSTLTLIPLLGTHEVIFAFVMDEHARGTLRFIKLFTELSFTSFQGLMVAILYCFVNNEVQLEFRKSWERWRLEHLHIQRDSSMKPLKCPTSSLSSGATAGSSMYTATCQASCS
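Inverse agonism was detected as reduced cAMP-driven luciferase luminescence after 24 h compound treatment. The cells were HEK293 clones expressing constitutively active human GLP-1R with the reporter. Reporter-only and GPR119 cell lines served as counterscreen controls.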
Starred values were filed as active, the others as inactive; ? = inconclusive; [ ] = remark or other dose. Unless noted, the call rests on the fitted dose curve; in most records, active means well fitted curve in the direction sought with a large enough effect; inconclusive means small, poorly fitted or top-dose-only effect, or another doubt; inactive means no such curve, though single readings can be large; an effect the other way counts as inactive or inconclusive. Some of the compounds tested; rates above refer to the full screens.

Values run as follows: D3 ag | HEK293 tox | GLP-1R inv ag
COc1ccc(NC(=O)c2cnc3cc(C)ccn3c2=O)c(OC)c1
    -8 | 2% | 16%
CCc1ccccc1NC(=O)Cn1nnc(-c2nc(-c3ccncc3)no2)c1N
    7 | 0% | 5%
COc1ccc(OC)c(CNC(=O)c2cc3c(-c4ccc(OC)c(OC)c4)nn(C)c3s2)c1
    2 | -1% | -15%
Cc1nn(C(=O)COc2ccc(Cl)cc2)c(C)c1Sc1ccccc1
    -13 | -4% | 9%
CC(C)CC1N=C2c3ccccc3N=C(SCC(=O)NCCc3ccc(Cl)cc3)N2C1=O (configuration not stated)
    -4 | 4% | 18%
Cn1cnc(S(=O)(=O)N2CCCC(C(=O)Nc3ccc(OC(F)(F)F)cc3)C2)c1 (configuration not stated)
    5 | 3% | -29%
Cc1ccc(CNC(=O)C(=O)NCC(c2cccs2)S(=O)(=O)c2ccccc2)cc1 (configuration not stated)
    4 | -3% | 0%
CCCSc1nc(=O)c2c(n1C)NC(=O)CC2c1cccc(F)c1F (configuration not stated)
    6 | 9% | 32%[activator]
Cc1ccc(C)c(NC(=O)Cn2c(=O)n(Cc3ccccc3)c(=O)c3oc4ccccc4c32)c1
    2 | -1% | 2%
CCC1CCCCN1C(=O)Cn1c(=O)n(-c2ccccc2C(F)(F)F)c(=O)c2c(C)c(C(=O)N(C)C)sc21 (configuration not stated)
    7 | -1% | -13%
C=C(C)CSc1nc2sc3c(c2c(=O)n1CCCC)CCCC3
    2 | -5% | 10%
CCNC(=O)c1cnc2c(-c3ccccc3)c(C)nn2c1C
    -3 | -8% | 1%
COc1ccc(CCN2C(=O)c3[nH]nc(-c4ccccc4O)c3C2c2ccc(OC)c(OC)c2)cc1 (configuration not stated)
    1 | -20% | ?
COc1ccc(Cl)cc1NC(=O)CCS(=O)(=O)c1nc(-c2cccs2)cc(C(F)(F)F)n1
    -18 | -6% | -24%
CCOc1ccc(CCNC(=O)Cn2c(C)c3cnn(-c4ccccc4)c(=O)c3c2C)cc1
    -6 | 6% | 14%
Cc1ccc(S(=O)(=O)N(CC(=O)NCCc2ccc(Cl)cc2)c2ccccc2C)cc1
    -2 | 2% | ?
Cc1ccc(-c2csc(-c3c(N)c(C(=O)c4ccc5c(c4)OCO5)n4ccccc34)n2)cc1C
    3 | 18% | 10%
Cc1ccc(Cl)cc1NC(=O)CCC(=O)N1CC(C)Sc2ccccc21 (configuration not stated)
    -3 | 1% | ?
COc1cccc(CNC(=O)c2cc(-c3ccc(Cl)cc3)n[nH]2)c1
    6 | -3% | 0%
CC(CNC(=O)CCCn1c(=O)c2cccn2c2ccc(F)cc21)c1ccccc1 (configuration not stated)
    -4 | 2% | 18%
CCOC(=O)c1cccc(NC(=O)NC(C)c2c(-n3cccc3)sc3c2CCN(C)C3)c1 (configuration not stated)
    -18 | 4% | ?
COc1cccc(C2CC(=O)N(c3ccc(F)cc3)C3=C2C(=O)OC3)c1OC (configuration not stated)
    -8 | 7% | 2%
COc1ccc(NC(=O)C(=O)NCC(c2cccnc2)N2CCc3ccccc3C2)cc1 (configuration not stated)
    0 | -2% | ?
Cc1ccc(-c2cc(C(=O)Oc3ccc(C#N)cc3)no2)cc1C
    -16 | 2% | 9%
Cc1c(-c2ccccc2)c(=O)oc2c(CN3CCOCC3)c(O)ccc12
    -9 | 233%[activator] | -14%
CCc1ccccc1NC(=O)C(=O)c1cc(C)n(-c2ccccc2F)c1C
    -16 | -3% | ?
COc1ccc(-c2c3c(=O)n(C)c(=O)n(C)c3c3c(-c4ccccc4)nc4ccccc4n23)cc1
    5 | 8% | 8%
CCCc1cc(=O)n2c(C(=O)Nc3ccc(OCC)cc3)c(C(=O)Nc3ccc(C)cc3)sc2n1
    8 | 3% | -8%
Cc1ccc(CN(Cc2cccn2-c2nnc(N3CCCC3=O)s2)C(=O)Nc2ccccc2Cl)cc1
    -7 | -10% | ?
O=C(COC(=O)c1cc(-c2cccs2)nc2ccccc12)c1ccc(Br)cc1
    -3 | -8% | 6%
COc1ccccc1NC(=O)c1c(C)cc(C)nc1SCC(=O)Nc1ccc(C)cc1
    1 | -2% | ?
CCOC(=O)c1c(C)[nH]c(C)c1S(=O)(=O)N1CCCC(C(=O)N2CCN(c3cccc(C)c3C)CC2)C1 (configuration not stated)
    -4 | 13% | 3%
CCOc1ccc(NC(=O)c2cnc3sc(N4CCOCC4)nn3c2=O)cc1
    -14 | -2% | 7%
Cc1ccc(C)c(NC(=O)C(NS(=O)(=O)c2ccc3c(c2)CCC(=O)N3)c2ccccc2)c1 (configuration not stated)
    -1 | 0% | 7%
O=C(NCc1ccccc1Cl)c1ccc2c(c1)N(Cc1ccccc1)CCS2
    -3 | -5% | ?
COc1ccc(N(C(=O)c2ccccc2C)S(=O)(=O)c2ccc(Cl)cc2)cc1
    2 | -19% | ?
CCOC(=O)c1ccc(N=C2SC(C(=O)Nc3ccccc3)CC(=O)N2C)cc1 (configuration not stated)
    3 | 27% | 14%
Cc1cc(Cl)ccc1OCCSc1nnc(-c2cccs2)o1
    -1 | 3% | ?
COc1ccc(C)cc1NC(=O)c1cc(S(=O)(=O)N2CCc3ccccc3C2)ccc1F
    -3 | 27% | -12%
CCC(C)Sc1c(C(C)C)cnc2c1c(=O)n(C)c(=O)n2C (configuration not stated)
    -13 | 0% | -10%

Shown as a markdown table: part of the list above.
| mol | D3 ag | HEK293 tox | GLP-1R inv ag |
| --- | --- | --- | --- |
| COc1cccc(C2CC(=O)N(c3ccc(F)cc3)C3=C2C(=O)OC3)c1OC (configuration not stated) | -8 | 7% | 2% |
| COc1ccc(NC(=O)C(=O)NCC(c2cccnc2)N2CCc3ccccc3C2)cc1 (configuration not stated) | 0 | -2% | ? |
| Cc1ccc(-c2cc(C(=O)Oc3ccc(C#N)cc3)no2)cc1C | -16 | 2% | 9% |

One compound at a time, as listed above. Screens in order: D3 ag, HEK293 tox, GLP-1R inv ag
Cc1ccc(C)c(NC(=O)C(NS(=O)(=O)c2ccc3c(c2)CCC(=O)N3)c2ccccc2)c1 (configuration not stated) in the list: -1, 0%, 7%
CCC(C)Sc1c(C(C)C)cnc2c1c(=O)n(C)c(=O)n2C (configuration not stated) in the list: -13, 0%, -10%
CCc1ccccc1NC(=O)C(=O)c1cc(C)n(-c2ccccc2F)c1C in the list: -16, -3%, ?

(continued)
Values run as follows: D3 ag | HEK293 tox | GLP-1R inv ag
Cc1c(C(=O)Nc2cccc(C#N)c2)sc2nc3n(c(=O)c12)CCCCC3
    2 | -1% | ?
Cc1nnc(NC(=O)CSCc2cc(=O)c3ccccc3[nH]2)s1
    5 | 4% | 3%
CCc1cccc(NC(=O)CSc2ncc3c(n2)-c2ccccc2N(CC)S3(=O)=O)c1
    -5 | 11% | -27%
COc1ccc(-c2cn3nc(N4CCCC(C(=O)Nc5ccc(C)c(C)c5)C4)sc3n2)cc1 (configuration not stated)
    2 | 2% | 11%
CCc1ccc(NC(=O)Cn2cnc3sc(C)c(S(=O)(=O)N4CCN(c5ccccc5OC)CC4)c3c2=O)cc1
    4 | 0% | 8%
CCCCN(c1ccccc1)c1ncnc2c1cnn2-c1cccc(C)c1
    4 | 1% | 6%
NS(=O)(=O)c1ccc(NC(=O)CN2CCN(c3ccc(F)cc3)CC2)cc1
    4 | 2% | 2%
CCc1ccc(CNC(=O)c2c3c(nc4ccccc24)C(=O)N(C2CCCCC2)C3)cc1
    1 | 2% | ?
CCOC(=O)CNC(=O)c1cc2c(=O)n3cccc(C)c3nc2s1
    -13 | 18% | 22%
Cc1cc(C)cc(NS(=O)(=O)c2ccc3[nH]cc(C(=O)NC4CCCCC4)c(=O)c3c2)c1
    6 | -18% | 7.1µM*
CCCNC(=O)CN1C(=O)CSc2ccc(S(=O)(=O)N3CCC(C)CC3)cc21
    -6 | -10% | -17%
CCOc1ccccc1NC(=O)Cc1coc2c(C)c(C)ccc12
    3 | 27% | -33%
Cc1cc2c(cc1S(=O)(=O)N(C)CC(=O)Nc1ccc(C#N)cc1)OCC(=O)N2
    9 | -7% | -3%
CCOC(=O)Cc1ccc(NC(=O)NC(C)c2c(-n3cccc3)sc(C)c2C)cc1 (configuration not stated)
    5 | -4% | ?
Cc1ccc(S(=O)(=O)N(CCc2ccccc2)CC(=O)Nc2cc(C)ccc2C)cc1
    -31 | 14% | -2%
O=S(=O)(NCCc1csc2nc(-c3ccccc3)nn12)c1ccc(Oc2ccccc2)cc1
    4 | -10% | -22%
CCc1ccccc1NC(=O)N1CCC2(CC1)Oc1ccccc1C(=O)N2Cc1ccccc1F
    0 | 12% | 6%
O=C(Nc1cc(-c2ccc(F)c(F)c2)no1)c1ccccc1F
    -1 | -13% | 8%
COc1ccc(C2=C(N3CCN(c4cccc(C)c4C)CC3)c3ccccc3C2=O)cc1
    5 | 8% | -2%
CCc1ccccc1NC(=O)CSc1ncccc1C(=O)O
    0 | 12% | 0%
Cc1ccc(Sc2c(C(=O)NCc3ccccc3C)[nH]c3ccccc23)cc1
    1 | 3% | 8%
Cc1ccc(S(=O)(=O)c2nc(-c3cccs3)oc2SC(C)C)cc1
    3 | -16% | ?
COC(=O)c1scc(-c2ccc(C)cc2)c1S(=O)(=O)Nc1cc(C)c(Cl)cc1OC
    -10 | -1% | 10µM*
CC(C)CCNC(=O)CN1C(=O)c2cccnc2Sc2ccccc21
    -4 | 7% | 11%
CCOC(=O)c1cccc(NC(=O)c2ccc3c(c2)nnn3C2CCCC2)c1
    -7 | -10% | 9%
O=C(CCCn1c(=O)c2cccn2c2ccccc21)Nc1cccc(Cl)c1
    -13 | -8% | 22%
Cc1ccc(-c2ccc(CCC(=O)O)n2-c2ccc(C(C)C)cc2)cc1
    2 | -15% | ?
COc1ccc(N2CCN(C(=O)c3c(C)oc4ncnc(N5CCCCC5)c34)CC2)cc1
    -15 | -25% | 11µM*
Cc1ccc(-n2nc(CO)c(C(=O)NCc3cccs3)n2)cc1C
    12 | 2% | -20%
CC(=O)c1cc2c(cc1N/C(=N/S(=O)(=O)c1ccc(F)cc1)c1ccccc1)OCO2
    -7 | 5% | 3%
O=C(Nc1cccc(Cl)c1)c1ccc(F)c(S(=O)(=O)N2CCC3(CC2)OCCO3)c1
    3 | -2% | ?
Cc1ccccc1NC(=O)C(=O)NCC1(c2ccccc2)CCCC1
    -19 | -2% | -29%
CCCC(=O)Oc1c(Sc2ccc(C)cc2)c(C)nn1-c1ccccc1
    -12 | 6% | -6%
Cc1nc(SCC(=O)Nc2nsc(-c3ccc(C(C)(C)C)cc3)n2)c2c3c(sc2n1)CCCC3
    -16 | -1% | 8%
Cc1cccc(-c2nc(CCNC(=O)c3ccc(Br)o3)cs2)c1
    0 | 12% | ?
CCN(CC)C(=O)Cn1c(=O)n(CCCCCC(=O)NCc2ccccc2Cl)c(=O)c2sccc21
    -13 | 16% | 6%
Cc1ccccc1NC(=O)CC(NCc1cccnc1)C(=O)O (configuration not stated)
    2 | -7% | 9%
COc1ccc(C(=O)n2nc(-c3cccnc3)nc2NCc2ccccc2)cc1OC
    4 | -11% | 4%
Cc1ccc(NC(=O)CN2C=NS(=O)(=O)c3ccccc32)c(C)c1
    -8 | 15% | -9%
Cc1ccc(CNC(=O)CSc2c3c(nc4ccc(Cl)cc24)CCCC3)cc1
    27 | 1% | -1%
CCCNC(=O)C1CCC(Cn2c(=O)c3sccc3n(CC(=O)Nc3ccccc3C)c2=O)CC1 (configuration not stated)
    0 | -4% | 10%
O=S(=O)(Nc1ccc(-c2ccc(N3CCCC3)nn2)cc1)c1ccc(Cl)cc1
    -9 | -3% | ?
Cc1nc2c(C(=O)NCc3ccccc3Cl)cnn2c(C)c1Cc1c(F)cccc1Cl
    6 | 4% | 14%
O=C(CSc1nnc(-c2ccc(Br)cc2)n1-c1ccccc1)c1ccccc1
    4 | 6% | 6%
Cc1cccc(C)c1Nc1c(-c2ccccn2)nc2ccc(Cl)cn12
    -6 | 20% | 14%
Cc1ccc(-c2cn3c(n2)sc2cc(C(=O)N4CCCCC4)ccc23)cc1
    8 | -3% | ?
COc1ccc(NC(=O)Nc2cc(C(=O)NCc3ccc(C)cc3)ccc2N2CCCC2)cc1
    6 | 8% | 18%
Cc1cc(C)cc(NC(=O)Cc2noc3ccccc23)c1
    -24 | -25% | -19%
COc1cccc(NC(=O)CSc2nc(-c3ccccc3Cl)nc3c2Cc2c(CO)cnc(C)c2O3)c1
    -13 | -8% | 5%
COc1ccc(-n2nc(C(=O)Nc3ccc(C(C)=O)cc3)nc2-c2ccccc2)cc1
    -3 | -13% | ?
CCOC(=O)N1CCc2c(sc3c2c(=O)n(CCc2ccccc2)c(=O)n3CC(=O)Nc2ccccc2C)C1
    3 | -14% | 7%
COc1ccc(N(C(=O)c2ccc(Cl)cc2)S(=O)(=O)c2ccc(C)cc2)cc1
    9 | -29% | ?
CCc1cccc(C)c1NC(=O)C(CC)Sc1nncn2c1cc1occc12 (configuration not stated)
    -2 | 0% | -17%
CC(C)OCCCN1C(=O)c2[nH]nc(-c3ccccc3O)c2C1c1ccc(OCc2ccccc2)cc1 (configuration not stated)
    4 | ? | ?
